# Compound activity: PubChem, Broad Institute
# Cneo AK release = Cryptococcus neoformans cell lysis inducers, primary screen, AK release luminescence, single concentration; C. neoformans lysis, adenylate kinase release luminescence, 4 h; normalised: neutral wells 0, clomiphene wells 100; lysis activity, % at 15 µM; actives 0.2% (n = 360,000);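 active = mean lysis activity across replicates of at least 80%, whatever share of replicates individually reach that level; inactive = mean lysis activity below 80%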
#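 Assay system: log-phase C. neoformans yeast / Quantity: yeast cell density of 5 × 10^6 cells/mL / Medium: fresh YPD growth medium / Compound: single dose / Timing: static 4 h at 37 °C with compound, 1 h detection / Measured by: adenylate kinase release luminescence / Read-out: lysis from increased AK signal / Benchmarks: Clomiphene as positive lysis control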
# RAD52 anneal inh = RAD52 DNA annealing inhibitors, primary screen, biochemical, FRET, single point, set 2. AID 651710, 2012. recombinant RAD52 DNA annealing, FRET fluorescence. DNA repair protein RAD52 homolog (Homo sapiens), P43351. actives 0.46% (n = 360,000). inhibition, % at 18.7 µM;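 active = every replicate showing at least 50% inhibition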
# miR122 inh = miR-122 Renilla sensor signal increase in Huh7, primary screen, miR-122 inhibitor project, cell-based, single point, plate reader | activation (reporter increase), % at 12.5 µM | AID 602342, 2012 | Huh7 miR-122 Renilla luciferase sensor, 48 h; neutral wells = 0, positive control = 100 | actives 0.3% (n = 340,000);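 active = mean replicate activation score at least 90 and every replicate individually at or above 90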;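 note: higher luciferase means less miR-122 activity so hits act as miR-122 inhibitors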
# RAD54 inh = inhibitors of human RAD54 branch migration, primary screen, biochemical, fluorescence, single point | DNA repair and recombination protein RAD54-like (Homo sapiens), Q92698 | RAD54 Holliday junction branch migration, FAM/BHQ fluorescence | inhibition, % at 10.4 µM | actives 0.14% (n = 360,000) | AID 602329, 2012;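 active = mean normalized replicate activity at least 40 and at least half of replicates scoring 40 or more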;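 note: 0% = median of neutral control wells and 100% = median of positive control wells; inhibitors cause a drop in the FAM fluorescence signal; in these data hits start at about 50%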
# ERAP1 inh = human ERAP1 aminopeptidase inhibitors, primary screen, biochemical, single point, plate reader; recombinant ERAP1, Leu-AMC fluorescence, 60 min; inhibition, % at 10.7 µM; actives 0.15% (n = 340,000); AID 652197, 2013; Endoplasmic reticulum aminopeptidase 1 (Homo sapiens), Q9NZ08;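 active = mean replicate inhibition of at least 30%, or all replicates individually reaching that 30% level; inactive = mean below 30% and not every replicate reaching it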;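 note: 0% = neutral control wells and 100% = L-leucinethiol positive control wells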
# Target sequence (Q9NZ08 whole entry, looked up): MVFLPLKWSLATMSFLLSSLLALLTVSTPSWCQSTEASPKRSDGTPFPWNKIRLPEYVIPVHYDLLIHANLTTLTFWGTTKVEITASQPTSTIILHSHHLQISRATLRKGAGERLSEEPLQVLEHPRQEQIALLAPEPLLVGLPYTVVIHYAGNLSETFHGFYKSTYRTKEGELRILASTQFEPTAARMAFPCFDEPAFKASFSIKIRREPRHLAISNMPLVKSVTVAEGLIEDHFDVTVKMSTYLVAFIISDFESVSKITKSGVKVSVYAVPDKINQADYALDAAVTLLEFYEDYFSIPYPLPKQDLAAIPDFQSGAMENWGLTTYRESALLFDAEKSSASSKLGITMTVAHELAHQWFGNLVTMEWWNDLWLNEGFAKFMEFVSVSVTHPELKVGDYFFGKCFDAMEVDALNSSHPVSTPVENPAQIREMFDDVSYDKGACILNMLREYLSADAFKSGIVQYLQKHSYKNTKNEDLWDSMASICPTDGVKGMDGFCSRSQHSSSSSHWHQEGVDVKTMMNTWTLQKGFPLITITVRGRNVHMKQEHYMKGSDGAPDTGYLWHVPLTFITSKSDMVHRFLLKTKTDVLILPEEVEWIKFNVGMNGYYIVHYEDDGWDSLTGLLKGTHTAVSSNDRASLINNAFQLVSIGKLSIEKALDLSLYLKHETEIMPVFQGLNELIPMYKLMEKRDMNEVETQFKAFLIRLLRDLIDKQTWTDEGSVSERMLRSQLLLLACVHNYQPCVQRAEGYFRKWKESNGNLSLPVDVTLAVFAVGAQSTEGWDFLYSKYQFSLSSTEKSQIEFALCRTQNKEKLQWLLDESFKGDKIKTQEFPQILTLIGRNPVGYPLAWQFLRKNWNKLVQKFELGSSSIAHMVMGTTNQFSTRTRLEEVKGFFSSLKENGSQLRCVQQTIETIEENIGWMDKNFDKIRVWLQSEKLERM
# PGC1a acetyl inh = inhibitors of PGC1a acetylation signal, primary screen, cell-based, U2OS, AlphaScreen, inhibitor mode | AlphaScreen anti-acetyl-lysine; with virally co-expressed GCN5 acetyltransferase | inhibition, % at 15.6 µM | actives 0.17% (n = 350,000) | AID 651687, 2012;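 active = every replicate shows inhibition of at least 40%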;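 note: 0% = neutral control wells and 100% = positive control wells; some results beyond the cut were filed as inactive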
# E-selectin induc = E-selectin induction in HUVECs, primary screen, imaging, HUVEC, immunofluorescence imaging, single point | normalized: neutral wells 0, TNF-alpha wells 100 | activation, % at 7.58 µM | actives 0.37% (n = 260,000) | P16581;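 active = mean E-selectin-positive cell signal at least 10% of the positive control, reached in at least 60% of replicates, without over 20% cell loss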;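 note: in these data hits start at about 27%; measured in HUVEC primary endothelial cells; signal is the percent of cells scored E-selectin positive by PE staining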
#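 Read-out: % PE-positive cells | Test system: HUVEC | Doses: One compound dose added by pin transfer | Buffer or medium: EGM-2 over gelatin coat | Signal: Immunofluorescence imaging | Benchmarks: TNF-alpha, DMSO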
# PglD DTNB = C. jejuni PglD acetyltransferase inhibitors, primary screen, biochemical, DTNB colorimetric, single point; UDP-N-acetylbacillosamine N-acetyltransferase PglD (Campylobacter jejuni); purified PglD enzyme, DTNB colorimetric CoA detection; inhibition, % at 12.5 µM; actives 0.098% (n = 360,000); AID 602405, 2012; in the data active = inhibition above about 16%, passing the limit was not always enough; note: strong numbers were not always called active
# The depositor's hits bear a star; i = inactive; nt = no result given; & = joins results of further samples; [ ] = dose if it differs, or a comment.
SMILES,Cneo AK release,RAD52 anneal inh,miR122 inh,RAD54 inh,ERAP1 inh,PGC1a acetyl inh,E-selectin induc,PglD DTNB
O=C1CC(c2ccccc2)CN1C(=O)c1cccnc1 (stereo not drawn),-1,-16,-8,6,0,4,-0.1,6
O=C(Nc1ccccc1)c1ccc(S(=O)(=O)N2CCCC2)cc1,-2,nt,-2,6,nt,0,nt,-2
CCOc1ccc(NC(=O)CC2SC(N)=NC2=O)c([N+](=O)[O-])c1 (stereo not drawn),nt,-26,-9,nt,2,10,nt,nt
C[C@H](CO)N1C[C@H](C)[C@@H](CN(C)C(=O)Cc2ccccc2)Oc2ncc(C#Cc3ccccc3F)cc2C1=O,7,17,1[16.7 µM],1,2,-6,0.5,2
COc1cc(S(=O)(=O)Nc2ccccn2)ccc1F,-2,nt,nt,-7,nt,-1,nt,-2
C[C@H](NC(=O)c1[nH]cnc1C(=O)Nc1ccon1)c1ccccc1,-3,-47,nt,-2,-4,nt,0.1,-4
CCN1CCN(C(=S)c2ccc([N+](=O)[O-])cc2)CC1,2,-15,0,0,3,4,-0.2,8
COc1ccc(S(=O)(=O)Nc2cccc3c2O[C@H](CN(C)S(=O)(=O)c2cccs2)[C@H](C)CN([C@@H](C)CO)C3=O)cc1,-1,0,1[16.7 µM],7,1,3,0.8,5
Cc1ccc(C)c(NC(=O)C2CC=CCC2C(=O)O)c1 (stereo not drawn),1,nt,-3,2,nt,2,nt,-1
C=CCN(C1CCCCC1)S(=O)(=O)c1ccc2c(c1)oc(=O)n2C,0,-73,8,3,nt,-6,-0.2,2
COc1ccc(S(=O)(=O)N(C)C[C@H]2Oc3ccc(NC(=O)CCCN(C)C)cc3C(=O)N([C@@H](C)CO)C[C@@H]2C)cc1,0,3,-2[16.7 µM],3,-3,-3,52*,-10
C[C@@H]1CN([C@@H](C)CO)C(=O)c2cc(-c3ccccc3F)cnc2O[C@H]1CN(C)C(=O)NC1CCCC1,5,-5,-21[16.7 µM],-4,2,-9,-4.2,1
COc1cc(C(=S)N2CCOCC2)cc(OC)c1OS(=O)(=O)c1ccc(C)cc1,0,-2,9,4,1,-8,nt,-8
CCS(=O)(=O)N1CCCCN2[C@H](CO)[C@H](c3ccc(-c4ccccc4C)cc3)[C@H]2C1,0,15,4[16.7 µM],8,1,-3,-0.5,-3
COc1ccccc1-c1ccc(C2[C@H]3CNC[C@@H]2N3S(=O)(=O)c2ccccc2)cc1 (stereo partly drawn),nt,36&-22,nt,nt,0&0,6,0.7&-0.6,nt
O=C(Nc1ccc2c(c1)[C@H]1C[C@@H](CC(=O)N3CCc4ccccc4C3)O[C@H](CO)[C@H]1O2)C1CCOCC1,40,16,0[16.7 µM],2,0,1,-0.3,0
C[C@@H]1CCCCO[C@@H](CN(C)C(=O)CCCN(C)C)[C@H](C)CN([C@@H](C)CO)C(=O)c2cc(NC(=O)Nc3ccc(F)cc3)ccc2O1,6,11,45[16.7 µM],9,18,2,-0.1,-2
O=C(COc1ccc(Cl)cc1Br)N1CCN(c2ccccc2)CC1,-1,nt,-1,-10,nt,-10,nt,0
Cc1cccc(N(C)c2cc(C)nc3ncnn23)c1,-3,-15,-4,-4,nt,-5,-0.2,0
C[C@@H]1CN([C@H](C)CO)C(=O)c2cc(NC(=O)NC3CCCCC3)ccc2O[C@@H]1CN(C)S(=O)(=O)c1cccs1,-1,15,34[16.7 µM],3,-2,13,-1.7,0
CC(=O)Oc1ccc2c(c1)OC(c1ccccc1)CC21CC(C)(C)NC(=O)N1 (stereo not drawn),2,nt,-2,23,nt,2,nt,6
O=c1onc(-c2ccc(Cl)cc2)n1Cc1ccc(F)cc1,3,0,0,9,-2,-2,-0.1,-4
O=C(c1ccc(Cl)cc1)c1oc2ccccc2c1CS(=O)c1ccc(Cl)cc1 (stereo not drawn),2,nt,-1,-7,nt,8,nt,1
O=C(c1ccccc1-c1nc(-c2ccccc2)no1)N1CCCC1,-1,nt,-4,3,nt,3,nt,2
C[C@H]1CN([C@@H](C)CO)C(=O)Cc2cc(NC(=O)Cc3cn(C)c4ccccc34)ccc2O[C@H]1CN(C)Cc1ccc(Oc2ccccc2)cc1,-3,nt,-8[16.7 µM],-2,nt,-4,0.9,-1
CC[C@]12c3[nH]c4cc(CCC(=O)N(C)C)ccc4c3CCN1C(=O)[C@@H](CC(=O)NCCc1ccccn1)C[C@@H]2C(=O)N1CCN(C(=O)C2CC2)CC1,-1,-13,nt,2,-3,nt,-0.1,3
CCn1cc(C(=O)N2CCCC(N3CCN(c4ccccc4C)CC3)C2)cn1 (stereo not drawn),-3,-8,-9,-8,-2,-8,0.0,-4
Cc1cc2oc(=O)cc(CN3CCCC3)c2cc1C,2,-11,-2,7,-1,11,-0.1,4
CC(NS(=O)(=O)c1ccc2[nH]c(=O)c(=O)[nH]c2c1)C(=O)O (stereo not drawn),-1,-5,4,-11,-1,-4,2.1,-2
CC1CN=C(N(C(=S)Nc2ccccc2)c2cccc(C(F)(F)F)c2)S1 (stereo not drawn),0,-1,2,2,nt,-7,nt,3
O=C(CSc1nnc(SCc2ccc(F)cc2)s1)Nc1ccc(C(=O)O)cc1,-4,-6,-16,8,-5,-4,9.2,0
CCCCNc1ccc2c3c(cccc13)C(=O)N(CCCC)C2=O,nt,i,nt,nt,-4,-7,0.3,nt
CN(C(=O)c1cccc(NC(=O)Cc2ccc(NC(=O)C3CCCN(C(=O)C4CCCC4)C3)cc2)c1)C1CC1 (stereo not drawn),1,-24,1,-10,0,4,-0.1,-2
CCCN1[C@@H]2c3ccc(-c4cccc(F)c4)c(=O)n3C[C@H]1[C@H](CO)[C@H]2C(=O)NCC,-1,-15,-2[16.7 µM],7,1,nt,4.8,2
O=C(Nc1ccccn1)c1cc2ccccc2cc1O,0,nt,-16,6,nt,nt,nt,4
CCOC(=O)N1CCC(N2C(=O)c3ccccc3C2Nc2cc(C(=O)OC)cc(C(=O)OC)c2)CC1 (stereo not drawn),0,3,5,-7,1,2,nt,-1
O=C(COc1ccc(Cl)cc1Cl)c1ccc[nH]1,-1,-11,-5,3,nt,-3,-0.2,0
C[C@H]1CN([C@@H](C)CO)C(=O)c2cc(C#CC3CCCCC3)cnc2O[C@@H]1CN(C)Cc1cccnc1,54,-16,0[16.7 µM],-6,-1,-21,0.0,7
CO[C@H]1CN(C)C(=O)c2cc(NC(=O)Nc3c(C)noc3C)ccc2OC[C@H](C)N(C)C[C@H]1C,-8,4,nt,-3,-4,3,-0.1,0
C[C@@H]1CN([C@@H](C)CO)C(=O)c2cccc(NS(=O)(=O)c3ccccc3)c2O[C@@H]1CN(C)Cc1ccc2c(c1)OCO2,-2,12,10[16.7 µM],-12,0,-10,0.8,-1
CCOC(=O)c1nnn(-c2nc(OC)nc(N3CCCC3)n2)c1-c1ccccc1,0,nt,-2,11,nt,6,nt,7
CC(C)NC(=O)CCCc1c[nH]c2ccccc12,0,-12,nt,2,-2,nt,-1.1,0
COC(=O)Cc1cc(=O)n2[nH]c(C)cc2n1,7,nt,0,1,nt,4,nt,3
Cc1occc1C(=O)N1CCN(Cc2ccccc2)CC1,0,-23,-1,-4,-1,2,nt,2
CC(C1CCN(Cc2cn(C)nc2-c2cccc(Cl)c2)CC1)N1CCOCC1 (stereo not drawn),nt,-51,nt,nt,1,2,2.5,nt
Cc1c(Cl)cccc1NC(=O)Nc1c(C)n(C)n(-c2ccccc2)c1=O,0,-8,nt,2,1,nt,-1.6,-1
S=C(NCCCCNC(=S)NCc1ccccc1)NCc1ccccc1,nt,-9,35,nt,-4,nt,0.6,nt
CCN(C(=O)COC(=O)c1[nH]c(=O)[nH]c(=O)c1N)c1ccccc1,0,-9,3,5,1,2,0.3,nt
C=CCNS(=O)(=O)c1cccc2cc(C(=O)O)c(O)cc12,3,nt,36,-10,nt,95*,nt,3
COCC(=O)Nc1ccc2c(c1)C(=O)N(C)[C@H]1CC[C@@H](CC(=O)OC)O[C@@H]1CO2,-2,nt,38[16.7 µM],-1,nt,-3,-0.1,0
CCN(C(=O)CSc1cc(C)c2ccc(OC)cc2n1)C1CCS(=O)(=O)C1 (stereo not drawn),-4,-25,2,-8,9,3,-0.3,-4
CO[C@H]1CN(C)C(=O)c2ccc(NS(=O)(=O)c3ccc(Oc4ccccc4)cc3)cc2OC[C@@H](C)NC[C@H]1C,-4,5,nt,11,4,-5,-0.1,-2
C[C@@H]1CN([C@H](C)CO)C(=O)Cc2cc(NC(=O)Cn3cnnn3)ccc2O[C@H]1CN(C)C(=O)Nc1ccccc1,-2,-5,8[16.7 µM],8,1,8,0.5,-3
CC(C)=CCSc1nnc([C@@H](NC(=O)OC(C)(C)C)C(C)C)o1,-1,nt,15,-12,nt,nt,nt,9
FC(F)(F)c1ccccc1/C=N/Nc1ccccn1,nt,-3,nt,nt,-3,1,3.0,nt
COCC#Cc1ccc2c(c1)O[C@H](CN(C)C(=O)C1CCC1)[C@H](C)CN([C@@H](C)CO)S2(=O)=O,1,1,35[16.7 µM],-1,1,1,-0.2,1
Cc1ccc(C(=O)NCC2CCCN2S(=O)(=O)c2ccc(C)cc2)cc1 (stereo not drawn),-1,-11,nt,-10,0,nt,1.0,1
O=S(=O)(c1ccc2c(c1)OCO2)N1CCN(c2nnnn2-c2ccccc2)CC1,7,nt,-3,4,nt,7,nt,-4
O=c1nc2ccccc2c2n1CC(CN1CCN(C(c3ccccc3)c3ccccc3)CC1)N2 (stereo not drawn),nt,-7,nt,nt,3,-4,1.5,nt
COc1ccc(NC(=O)C[C@H]2C(=O)N(C3CCCCC3)C[C@@H]2c2ccccc2)cc1,0,-7,-6,-5,0,2,nt,-3

# Of the compounds above, 3 have an aryl thioether with sulfur outside any ring.
SMILES,Cneo AK release,RAD52 anneal inh,miR122 inh,RAD54 inh,ERAP1 inh,PGC1a acetyl inh,E-selectin induc,PglD DTNB
O=C(CSc1nnc(SCc2ccc(F)cc2)s1)Nc1ccc(C(=O)O)cc1,-4,-6,-16,8,-5,-4,9.2,0
CCN(C(=O)CSc1cc(C)c2ccc(OC)cc2n1)C1CCS(=O)(=O)C1 (stereo not drawn),-4,-25,2,-8,9,3,-0.3,-4
CC(C)=CCSc1nnc([C@@H](NC(=O)OC(C)(C)C)C(C)C)o1,-1,nt,15,-12,nt,nt,nt,9

# The listing continues:
SMILES,Cneo AK release,RAD52 anneal inh,miR122 inh,RAD54 inh,ERAP1 inh,PGC1a acetyl inh,E-selectin induc,PglD DTNB
O=C(c1ccco1)c1n[nH]nc1-c1ccccc1,-1,-7,nt,-4,-1,nt,nt,4
CCCC[C@@H]1C=C(C(=O)O)[C@H](c2ccc(Br)cc2)N1S(=O)(=O)c1ccc(C)cc1,0,-11,10,-4,0,4,0.1,1
CCN(C(=O)c1ccco1)c1nc(CC(=O)Nc2ccc(Cl)cc2)cs1,6,-28,4,-12,-4,4,nt,-4
COc1ccc2c(Cl)c(C(=O)NCCCn3ccnc3)sc2c1,1,nt,8,0,nt,4,nt,0
Cc1cccc(C)c1NC(=O)COc1ccccc1C(=O)Nc1ccc(Br)cn1,0,-16,-1,-11,1,nt,nt,3
